TTR transcr act – TTR transcription activators in neuroblastoma reporter cells, primary screen, cell-based, luminescence, SH-SY5Y, TTR promoter Gaussia luciferase; activation, % at 16.7 µM; 92,000 tested, 1.3% active; 100% = recombinant luciferase protein wells; AID 1117267, 2014;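 active means activation above the mean of all tested compounds plus 3 SD, cut at about 9.5% in these data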;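 further: cells exposed to compounds for one day before reading; 0% = median of all test compound wells on the plate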
* = called active by the depositor; & = joins results of further samples. This is a subset (hit frequency here may not be typical).

mol	TTR transcr act
COc1ccc2c3c1OC1C(=O)CC[C@@]4(O)[C@@H](C2)N(CC2CC2)CC[C@]314 (some centres undefined)	0.6
CC(=O)c1c(C)n(C2CCCCC2)c2ccc(O)cc12	5.5
COc1ccc(N2C(=O)CC(N3CCC(n4c(=O)[nH]c5ccccc54)CC3)C2=O)cc1 (centres undefined)	3.5
O=C1CN=C(c2ccccc2)c2cc([N+](=O)[O-])ccc2N1	-1.6
C#CC(CC)(CC)NC(=O)Nc1ccc(OCC)cc1	-0.7
C[C@]12CC[C@H](O)CC1=CCC1C2CC[C@@]2(C)C1C[C@@H]1CC(=O)O[C@@H]12 (some centres undefined)	-1.4
CCC1(NS(=O)(=O)c2ccc(N)cc2)C(=O)N(C)C(=O)N(C)C1=O	0.0
CCN1CCC(N(C)C2CCCCC2)CC1	0.7
Cc1cccc(CN2CCCC(C(=O)c3ccc(C(F)(F)F)cc3)C2)n1 (centres undefined)	-1.2
CC1=C(C(=O)O)N2C(=O)C(NC(=O)Cc3ccccc3)C2SC1 (centres undefined)	-2.5
CC(=NCCN1CCCCC1)c1c(O)n(-c2ccc(Cl)cc2)c(=O)[nH]c1=O	1.5
O=C(C(=O)N1CCOCC1)c1cn(Cc2c(F)cccc2Cl)c2ccccc12	0.3
COc1ccc(N=C(C)c2c(O)n(C)c(=O)n(C)c2=O)c(OC)c1	0.4
Cc1ccccc1-c1nc(CS(=O)CC(=O)N2CCC3(CC2)OCCO3)c(C)o1 (centres undefined)	5.3
ON1C2CCCCC2N(O)C1c1ccccc1F (centres undefined)	-0.5
CCN1CCC2(CC1)NC(=O)c1ccccc1O2	2.7
COCCCn1c(N)c(C(=O)Nc2ccccc2)c2nc3ccccc3nc21	2.0
Cc1cc(C(=O)N2CCC3(CC2)OCCO3)cs1	-0.4
CCC(=NCc1cccnc1)c1c(O)n(-c2ccccc2)c(=O)[nH]c1=O	1.6
CCNC(=O)N1Cc2ccccc2-n2nncc2C1	-0.2
Cc1ncc2n1-c1ccc(Cl)cc1C(c1ccccc1F)=NC2	-2.0
Cc1nn(C2CCOC(C)(C)C2)c2c1C(c1ccc(OC(C)C)cc1)SCC(=O)N2 (centres undefined)	0.5
COc1ccc(C[C@@H]2c3cc(O)c(OC)cc3CCN2C)cc1O	3.0
Cc1ccc(C)c(OCC(=O)N2CCN(Cc3ccc4c(c3)OCO4)CC2)c1	-1.3

Of the compounds above, these have an NH in an aromatic ring.
mol	TTR transcr act
COc1ccc(N2C(=O)CC(N3CCC(n4c(=O)[nH]c5ccccc54)CC3)C2=O)cc1 (centres undefined)	3.5
CC(=NCCN1CCCCC1)c1c(O)n(-c2ccc(Cl)cc2)c(=O)[nH]c1=O	1.5
CCC(=NCc1cccnc1)c1c(O)n(-c2ccccc2)c(=O)[nH]c1=O	1.6

More records.
mol	TTR transcr act
Cc1ccc(S(=O)(=O)Nc2cc(C(=O)N3CCC4(CC3)OCCO4)ccc2N2CCCCC2)cc1	3.3
O=C1NC(=O)N(Cc2ccc(F)cc2)C(=O)/C1=C\c1ccc(N2CCCC2)cc1	2.0
CCc1nc(N2CCNCC2)c(C#N)c2c1CSC(C)(C)C2	-1.4
NCCc1ccccc1	1.1
Cc1[nH]c2c(C(F)(F)F)cccc2c1CCN	0.7
COc1ccc(CCNC2(C#N)CCCCC2)cc1OC	-0.4
Cc1ccc(N)c(C(=O)c2ccc(Br)cc2)c1	0.8
Cc1ccccc1-c1ccc2c(c1)CNCc1cnnn1-2	6.7
COC(=O)C1=C(c2ccc(OC(F)(F)F)cc2)C[C@@H]2CC[C@H]1N2C(=O)N1CCC(O)CC1	0.2
C[C@H]1CCC[C@@H](O)CCC/C=C/c2cc(O)cc(O)c2C(=O)O1	-0.1
Cc1cccc(C)c1NC(=O)CN(C)CC(=O)Nc1ccc(C#N)c(Cl)c1	-1.6
O=c1[nH]c(=S)n(C2CC2)c(O)c1C=Nc1ccc2c(c1)OCO2	3.5
CCOC(=O)[C@]12Cc3cc(Cl)ccc3[C@H]1N(C(C)C)C(=O)c1ccccc12	-6.1
c1ccc(Nc2ccc3ccccc3c2)cc1	2.4
C[C@H]1O[C@@H](OC2CC[C@]3(C=O)[C@H]4CC[C@]5(C)[C@@H](C6=CC(=O)OC6)CC[C@]5(O)[C@@H]4CC[C@]3(O)C2)CC2OC(C)(C)OC21 (some centres undefined)	-4.2
c1ccc(C2(N3CCCCC3)CCCCC2)cc1	-2.0
Fc1ccccc1CNC1CN2CCC1CC2 (centres undefined)	4.0
c1cc2c(cc1C1OCC3C(c4ccc5c(c4)OCO5)OCC13)OCO2 (centres undefined)	-0.4
COC(=O)C1=C(c2ccc(OC(F)(F)F)cc2)C[C@@H]2CC[C@H]1N2C(=O)N1CCOCC1	-0.9
CCOc1cc(/C=C2\C(=O)NC(=O)N(CCc3ccc(F)cc3)C2=O)ccc1O	1.6
O=C(Nc1nccs1)c1c(O)c2c(n(Cc3ccco3)c1=O)CCCC2	-1.8
Cc1cccc(NC(=O)N2C[C@H]3C[C@@H](C2)c2cccc(=O)n2C3)c1	-1.3
COc1ccc(OC)c(NC(=O)N2C[C@H]3C[C@@H](C2)c2cccc(=O)n2C3)c1	-0.5
CNC(=O)O/N=C/c1nn(C(=O)C(C)(C)C)cc1Br	2.7
C[C@H]1CCC/C=C/[C@@H]2C[C@H](O)C[C@H]2[C@@H](O)/C=C/C(=O)O1	-6.8
COC(=O)C1C(c2ccc(C)cc2)CC2CCC1N2C (centres undefined)	-1.6
FC(F)(F)c1ccc2c(c1)NP(=S)(N1CCOCC1)c1nccn1-2 (centres undefined)	2.2
COc1cccc(N2C(=O)NC(=O)/C(=C/c3ccc4c5c(cccc35)CC4)C2=O)c1	0.5
O=CC(Cl)P(=O)(N1CCOCC1)N1CCOCC1 (centres undefined)	0.9
c1cc(CCN2CCCC2)ccn1	4.0
CCC(NC(=O)OCc1ccccc1)P(=O)(Oc1ccccc1)Oc1ccccc1 (centres undefined)	-0.5
CCCCCn1c(N)c(C(=O)NCCN2CCOCC2)c2nc3ccccc3nc21	4.5
CC(=O)C1CCC2C3CC(O)C4CC(O)CCC4(C)C3CCC12C (centres undefined)	-2.0
O=c1c2ccccc2[nH]c(=S)n1-c1ccc2c(c1)OCCO2	1.5
O=C(c1cc2cc(Br)ccc2[nH]1)N1CCC2(CC1)OCCO2	-0.8
CCCCn1c(O)c(C(C)=NCCc2c[nH]c3ccccc23)c(=O)[nH]c1=O	-1.1
Cc1ccccc1-n1c(O)c(/C=N/NC(=O)c2ccccc2O)c(=O)[nH]c1=S	7.7
CCCCN=Cc1c(O)n(-c2c(C)cc(C)cc2C)c(=O)[nH]c1=O	4.3
CSc1cccc(NP2(=O)OCC(C)([N+](=O)[O-])CO2)c1 (centres undefined)	-0.7
CC1CN(c2ccc([N+](=O)[O-])c(N3CCCCC3)c2)CCN1 (centres undefined)	0.9
Cc1ccc(-n2c(O)c(/C=N/Nc3ccccc3)c(=O)[nH]c2=O)cc1C	0.6
C=CCN1C(=O)NC(=O)/C(=C/c2ccc(OCC(=O)Nc3ccc(C)cc3)cc2)C1=O	4.7
CN1CCN(/N=C/c2c[nH]c3ccccc23)CC1	-0.8
COc1ccc(N2C(=O)/C(=C/c3ccc(N(C)C)o3)C(=O)NC2=S)cc1	-1.1
CCc1sc(C(=O)N2CCC3(CC2)OCCO3)cc1Br	0.3
O=c1[nH]c(=S)n(C2CC2)c(O)c1C=NCCc1ccccc1	2.0
O=C(N/N=C/c1c(O)n(CCC2=CCCCC2)c(=O)[nH]c1=O)c1ccccc1	-2.0
O=c1[nH]c2ccccc2n1C1CCN(C(c2nnnn2Cc2ccccc2)C2CC2)CC1 (centres undefined)	-1.8
CCn1c(O)c(C=NCCN2CCOCC2)c(=O)[nH]c1=S	-0.3
CC(C)OC(=O)c1c(N)n(Cc2ccco2)c2nc3ccccc3nc12	-0.9
O=c1[nH]c(=O)n(-c2cccc3ccccc23)c(O)c1/C=N/N1CCCCCC1	-1.8
COC(=O)C1=C(c2ccc(OCc3ccccc3)cc2)C[C@@H]2CC[C@H]1N2C(=O)NCCc1ccc(F)cc1	0.2
Cc1c(C(=O)N2CCC3(CC2)OCCO3)sc2ncnc(N3CCc4ccccc4C3)c12	-2.8
Cc1cc(C)n2nc(SCC(=O)N3CCC4(CC3)OCCO4)nc2n1	1.1
OC1/C(=C/c2ccc(Cl)cc2Cl)N2CCC1CC2 (centres undefined)	-2.1
Cc1ccc(-c2cc(-c3ccccc3)cc(-c3ccccc3)[n+]2-c2ccccc2C(=O)O)cc1	-4.0
CC/C(=N\NC(=O)c1ccccc1Cl)c1c(O)n(C2CCCCC2)c(=O)[nH]c1=O	1.4
O=C(NC1CCCCC1)N1Cc2cc(-c3ccccc3)ccc2-n2nncc2C1	-1.6
CC1CCCCN1Cc1c[nH]c2ccccc12 (centres undefined)	3.9
CCOC(=O)C1=C(N)OC(C)=C(C(=O)OCCOC)C12C(=O)Nc1ccccc12 (centres undefined)	-1.1

By substructure, the compounds so far containing a cyano group.
mol	TTR transcr act
CCc1nc(N2CCNCC2)c(C#N)c2c1CSC(C)(C)C2	-1.4
COc1ccc(CCNC2(C#N)CCCCC2)cc1OC	-0.4
Cc1cccc(C)c1NC(=O)CN(C)CC(=O)Nc1ccc(C#N)c(Cl)c1	-1.6

Quoted at random: 4 entries already listed.
mol	TTR transcr act
O=c1[nH]c(=O)n(-c2cccc3ccccc23)c(O)c1/C=N/N1CCCCCC1	-1.8
COC(=O)C1=C(c2ccc(OCc3ccccc3)cc2)C[C@@H]2CC[C@H]1N2C(=O)NCCc1ccc(F)cc1	0.2
CC/C(=N\NC(=O)c1ccccc1Cl)c1c(O)n(C2CCCCC2)c(=O)[nH]c1=O	1.4
O=C(NC1CCCCC1)N1Cc2cc(-c3ccccc3)ccc2-n2nncc2C1	-1.6

Next part:
| Structure | TTR transcr act |
| --- | --- |
| O=C(c1ccc(C(F)(F)F)cc1)C1CCCN(Cc2ccc(CO)o2)C1 (centres undefined) | -0.5 |
| C=CCCC1(CC(C)C)C(=O)NC(=S)NC1=O | -1.0 |
| O=C(Cn1ncc2c3ccccc3n(Cc3cccc(Cl)c3)c2c1=O)N1CCC2(CC1)OCCO2 | -7.0 |
| CN(C)c1cccc(CN2CCN(c3ccccc3)CC2)c1 | 1.1 |
| COC(=O)c1c(N)n(Cc2ccc(OC)cc2)c2nc3ccccc3nc12 | -3.9 |
| COC(=O)C1=C(c2ccc(OC)c(OC)c2)C[C@@H]2CC[C@H]1N2C(=O)NCCNC(C)=O | -3.2 |
| CC(C)CCP(=O)(O)O | -0.9 |
| CC(=O)C1CCC2(O)C3CCC4=CC(=O)CCC4(C)C3CCC12C (centres undefined) | -0.4 |
| CC1(C)CSC(Nc2ccc(F)c(Cl)c2)=N1 | -1.9 |
| COc1cc(C(=O)N2Cc3ccccc3-n3nncc3C2)cc(OC)c1OC | 1.4 |
| O=C1NC(=S)NC(=O)C12C(c1ccccc1)NC(=S)NC2c1ccccc1 (centres undefined) | 0.0 |
| CNCC(C)c1ccccc1 (centres undefined) | -0.7 |
| O=C(c1ccccc1F)c1cn(Cc2ccccc2)c2ccccc12 | 1.1 |
| CCOC(=O)C1C(OC(=O)c2ccccc2)CC2CCC1N2C (centres undefined) | -0.7 |
| O=C(Nc1ccccc1)N1CC2CC(C1)c1cccc(=O)n1C2 (centres undefined) | 1.9 |
| COc1ccc(-[n+]2c(-c3ccccc3)cc(-c3ccccc3)cc2-c2ccccc2)cc1 | -9.1 |
| O=C(c1ccc2c(c1)N(Cc1ccc(F)cc1)CCS2)N1CCC2(CC1)OCCO2 | 4.8 |
| O=[N+]([O-])c1ccc(N2CCCC2)c(F)c1Br | 0.3 |
| CC(C)[N+]12CCC(CC1)C(C(O)(c1ccccc1)c1ccccc1)C2 (centres undefined) | -0.6 |
| O=C(c1csc2c1CCCCC2)N1CCC2(CC1)OCCO2 | 6.0 |
| COC(=O)C1=C(c2ccc(S(C)(=O)=O)cc2)C[C@@H]2CC[C@H]1N2C(=O)NCc1ccc(C(F)(F)F)cc1 | 2.2 |
| O=C(CCc1ccccc1)N1Cc2cc(N3CCOCC3)ccc2-n2nncc2C1 | -0.3 |
| CCOC(=O)[C@]12Cc3ccsc3[C@H]1N(Cc1ccccc1)C(=O)c1ccccc12 | -4.2 |
| CC12C=CC(=O)CC1CCC1C2CCC2(C)C(O)C(O)CC12 (centres undefined) | -2.6 |
| O=C(c1cccs1)c1cn(Cc2ccccc2Cl)c2ccccc12 | 0.3 |
| O=c1[nH]c2ccccc2n1C1CCN(C(c2ccccc2)c2nnnn2Cc2ccccc2)CC1 (centres undefined) | -3.8 |
| CC(C)n1c(=O)c(C=Nc2cccc([N+](=O)[O-])c2)c(O)n(CCc2ccccc2)c1=O | -1.4 |
| CCOC(=O)CNC(=O)N1Cc2cc(-c3ccccc3)ccc2-n2nncc2C1 | -0.5 |
| CCN(CC)c1ccc(N=Cc2c(O)[nH]c(=O)[nH]c2=O)cc1 | 0.2 |
| O=c1[nH]c2ccccc2n1C1CCN(C(CCc2ccccc2)c2nnnn2-c2ccc3c(c2)OCCO3)CC1 (centres undefined) | -4.5 |
| Cc1ccc(-c2cc(-c3ccccc3)cc(-c3ccccc3)[n+]2-c2ccccc2)cc1 | -11.6 |
| CC(N)Cc1ccc(O)cc1 (centres undefined) | 1.8&0.7 |
| CC12CCC3C(CCC4(O)CC(O)CCC34C=NO)C1(O)CCC2C1=COC(=O)C1 (centres undefined) | -4.3 |
| CC(C)Cc1[nH]c(=O)c(C#N)c2c1CCC2 | 2.2 |
| CCC(C)n1c(O)c(C=NC(C)c2ccccc2)c(=O)[nH]c1=S (centres undefined) | 1.6 |
| O=c1[nH]c(=O)n(Cc2ccco2)c(O)c1C=NCc1cccs1 | 0.8 |
| CCOc1cccc(N2C(=O)/C(=C/c3ccco3)C(=O)NC2=S)c1 | -0.4 |
| Cc1ccc(C)c(-n2c(C)nc3ccccc3c2=O)c1 | 1.4 |
| COC(=O)C1=Nc2ccccc2/C1=C\c1c(O)n(-c2ccc(Br)cc2)c(=O)[nH]c1=O | 3.3 |
| CN1C(=O)C(=Cc2ccc(OCCN(C)c3ccccn3)cc2)C(=O)N(C)C1=O | -0.8 |
| Cc1cc(OCC(=O)NCC(O)c2ccccc2)c2c3c(c(=O)oc2c1)CCC3 (centres undefined) | 1.9 |
| Cc1cc(/C=C2\C(=O)NC(=O)N(c3ccc(Cl)cc3)C2=O)c(C)n1-c1sc2c(c1C#N)CCCC2 | -2.6 |
